High-throughput results from PubChem.
Abeta rescue: A-beta toxicity reversal in yeast; yeast expressing A-beta42, growth rescue, OD600, 48 h; response scale: 0% DMSO, 100% iron-clioquinol control; 0.063% of 410,000 active; AID 1347071; Potency, µM (doses to about 46.1 µM), for the others: at the top dose growth rescue, hits mostly activators; also: potency is read from the fitted curve at half-maximal effect; nearly all actives have a fitted effect of over 55% in size
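Yeast A-beta toxicity model in growth medium with pinned compounds, 48 h at 30 C; growth read as absorbance at 600 nm. Normalized to FeCl3/clioquinol equimolar mix (positive) and DMSO (negative).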
EPAC2 antag: EPAC2 (human) antagonism; 0.18% of 360,000 active; Potency, µM (doses to about 114 µM), without a hit: top-dose activity, negative = inhibition, actives largely listed as inhibitors; EPAC2 GEF exchange of Rap1B-BODIPY-GDP, fluorescence; AID 720708; Q8WZA2; also: potency is read from the fitted curve at half-maximal effect; % is scaled to controls: 0 for no effect and ±100 for the full control effect; nearly all actives have a fitted effect of over 45% in size; many of its hits are not listed in these tables
Target sequence (Q8WZA2 whole entry, looked up): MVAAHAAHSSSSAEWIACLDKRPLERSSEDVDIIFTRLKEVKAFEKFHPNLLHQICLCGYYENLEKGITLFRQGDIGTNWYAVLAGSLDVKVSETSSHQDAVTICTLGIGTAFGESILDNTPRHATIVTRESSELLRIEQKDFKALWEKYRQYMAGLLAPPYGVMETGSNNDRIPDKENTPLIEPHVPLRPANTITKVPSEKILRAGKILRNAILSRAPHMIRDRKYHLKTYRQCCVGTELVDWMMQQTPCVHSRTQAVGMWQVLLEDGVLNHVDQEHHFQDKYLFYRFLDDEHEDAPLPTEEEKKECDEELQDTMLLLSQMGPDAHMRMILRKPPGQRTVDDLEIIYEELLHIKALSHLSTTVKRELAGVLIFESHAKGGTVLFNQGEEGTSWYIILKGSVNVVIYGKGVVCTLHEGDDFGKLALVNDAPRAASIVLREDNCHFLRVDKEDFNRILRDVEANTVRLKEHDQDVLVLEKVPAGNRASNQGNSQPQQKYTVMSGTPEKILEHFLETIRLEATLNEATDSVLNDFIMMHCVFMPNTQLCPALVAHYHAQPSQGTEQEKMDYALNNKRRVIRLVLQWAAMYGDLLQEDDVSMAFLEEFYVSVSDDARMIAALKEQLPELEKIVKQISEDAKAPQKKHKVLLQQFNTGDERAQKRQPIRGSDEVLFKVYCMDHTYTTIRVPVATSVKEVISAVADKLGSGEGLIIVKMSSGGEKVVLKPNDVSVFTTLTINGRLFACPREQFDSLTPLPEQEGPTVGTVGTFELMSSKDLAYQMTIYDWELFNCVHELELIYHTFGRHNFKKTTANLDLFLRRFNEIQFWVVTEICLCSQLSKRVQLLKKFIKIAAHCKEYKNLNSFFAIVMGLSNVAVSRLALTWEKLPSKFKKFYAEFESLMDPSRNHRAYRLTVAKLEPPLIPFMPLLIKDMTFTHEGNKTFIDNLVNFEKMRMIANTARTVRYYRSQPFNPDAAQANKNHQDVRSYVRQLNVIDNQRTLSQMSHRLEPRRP
TDP43 rescue: rescues yeast growth from TDP-43 toxicity; 1.8% of 410,000 active; Potency, µM (doses to about 46.1 µM), inactives show at the top dose growth rescue (activation), usual class: activators; TDP-43 expressing yeast growth rescue, BacTiter-Glo, 24 h; AID 652104; also: potency is read from the fitted curve at half-maximal effect; % of control where 0% means no effect; nearly all actives have a fitted effect of over 50% in size
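Readout is BacTiter-Glo luminescence of cell growth, so inhibitors register as activators. TDP-43-expressing yeast at OD600=0.02 in galactose medium, after raffinose pregrowth to mid-log, were incubated with compound for 24 hr at 30 deg C.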
D3 ag: D3 dopamine receptor (human) agonism; D3R DiscoveRx beta-arrestin cells, luminescence, 90 min; AID 652048; max activation, %; 0.58% of 410,000 active; in the data active = max activation above about 30%; also: 0% is about no effect; mostly tested at two doses, the higher about 12 µM
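Agonist mode: compounds and dopamine controls were applied to plated cells for 90 min at 37 degrees C after an overnight attachment at 1500 cells/well. Luminescent read-out followed 30 - 60 minutes at room temperature with DiscoveRx detection reagent.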
aSyn rescue: inhibitors of alpha-synuclein toxicity in yeast. Yeast expressing alpha-synuclein, growth rescue, BacTiter-Glo, 24 h. Potency, µM (doses to about 46.1 µM), for the others: top-dose growth rescue (activation), hits mostly activators. 0.14% of 370,000 active. AID 652106; also: potency is read from the fitted curve at half-maximal effect; % of control where 0% means no effect; nearly all actives have a fitted effect of over 65% in size
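Rescue of yeast growth: cells expressing toxic alpha-synuclein, induced in galactose at OD600 0.02, incubated with compound 24 h at 30 C. ATP luminescence quantified growth; inhibitors of toxicity appear as activators.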
FUS suppressor: rescues growth of FUS-expressing yeast; 0.24% of 390,000 active; Potency, µM (titrated, usually from 76.6 µM), for the others: at the top dose growth rescue (activation), usual class: activators; S. cerevisiae FUS-expressing, growth rescue, OD600, 24 h;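 also: potency is read from the fitted curve at half-maximal effect; plate controls were DMSO vehicle for no effect and reference control for full effect; nearly all actives have a fitted effect of over 55% in size; some results filed as inactive show a strong effect at the top dose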
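S. cerevisiae expressing FUS from galactose induction served as the toxicity model. Growth after 24hr at 30C, read as absorbance at 600 nm, indicates suppression of toxicity; compounds dosed at several concentrations.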
EPAC2 ag: agonists of human EPAC2 (RAPGEF4); EPAC2 activation, biochemical qHTS; response scale: 100% = 6.5 mM cAMP response; Potency, µM (titrated, usually from 154 µM), for the others: at the highest dose activation, hits mostly activators; 0.079% of 360,000 active; AID 720711; also: potency is read from the fitted curve at half-maximal effect; nearly all actives have a fitted effect of over 50% in size
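EPAC2 (100 nM) mixed with Rap1B loaded with BODIPY-GDP (250 nM) plus 50 uM unlabeled GDP; compounds pinned in, 5 min RT, then read every 5 min for 30 min (ex 480, em 540 nm). Normalized to cAMP control.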
DRD3 antagonist: D3 dopamine receptor (human) antagonism; D3R cells, DiscoveRx beta-arrestin luminescence, antagonist mode; stronger effect = lower value; 2.5% of 360,000 active; P35462; AID 652054; max response, negative = inhibition, %; in the data active = max response below about -50%; inconclusive = no clear call, values can overlap the other calls; also: % is scaled to controls: 0 for no effect and ±100 for the full control effect; mostly tested at two doses, the higher about 12 µM
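Cells expressing the human receptor were seeded at 1500 cells/well, incubated overnight at 37 degrees C in 5% CO2, then exposed to library compounds with dopamine controls for 90 minutes at 37 degrees C before luminescent detection.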
Starred values were filed as active, the others as inactive; ? = inconclusive; . = not tested or not shown; & = joins results of further samples; [ ] = dose if it differs, or a comment. Unless noted, calls follow the shape of the dose curve; as a rule, active = well fitted curve in the direction sought with a large enough effect; inconclusive = small, poorly fitted or top-dose-only effect, or another doubt; inactive = no such curve, though single readings can be large; an effect the other way counts as inactive or inconclusive.

cpd	canonical_smiles	D3 ag	EPAC2 ag	FUS suppressor	aSyn rescue	Abeta rescue	TDP43 rescue	EPAC2 antag	DRD3 antagonist
1	Cc1nc(-c2ccccc2)sc1-c1nc(-c2cccnc2)ncc1S(=O)(=O)c1ccccc1	2	12%	24%	-3%	4%	-8%	-15%	-18
2	O=C(COC(=O)c1ccco1)NCc1ccc(Cl)cc1Cl	-1	4%	-5%	3%	25%	?	11%	11
3	Cc1cc(N2C(=O)C(O)=C(C(=O)c3cc4ccccc4o3)C2c2ccc(Br)cc2)no1 (stereo not given)	-4	-9%	25%	0%	-2%	-5%	-8%	-7
4	Cc1cccc(C(=O)O/N=C(\N)c2cccc([N+](=O)[O-])c2)c1	-15	9%	8%	-20%	-17%	?	-1%	-29
5	COc1cc(C(=O)N/N=C(\C)Cn2nc([N+](=O)[O-])cc2C)ccc1O	2	2%	.	5%	15%	25%	-1%	-10
6	NS(=O)(=O)c1ccc(NNC(=O)c2cccs2)cc1	-6	-3%	-19%	-1%	-3%	-5%	-8%	-1
7	CCOc1ccc(-c2cn[nH]c2N)cc1	-21	5%	37%	3%	1%	2%	-2%	-15
8	CCCn1cnc2c(=O)oc3ccccc3c21	-1	-1%	13%	1%	-10%	-8%	-1%	-10
9	C[C@H](c1ccccc1)N1C[C@H](COCc2ccccc2)Oc2cc(N3CCC[C@H]3CO)ccc2S1(=O)=O	10	16%	?	-10%	8%	22%	-22%	13
10	COc1ccccc1NC(=S)NCC1CCCO1 (stereo not given)	14	11%	1%	0%	11%	-4%	-2%	-2

Next part (2 carried over from the part before).
cpd	canonical_smiles	D3 ag	EPAC2 ag	FUS suppressor	aSyn rescue	Abeta rescue	TDP43 rescue	EPAC2 antag	DRD3 antagonist
9	C[C@H](c1ccccc1)N1C[C@H](COCc2ccccc2)Oc2cc(N3CCC[C@H]3CO)ccc2S1(=O)=O	10	16%	?	-10%	8%	22%	-22%	13
10	COc1ccccc1NC(=S)NCC1CCCO1 (stereo not given)	14	11%	1%	0%	11%	-4%	-2%	-2
11	CCCn1cnc2cc(NCc3ccccn3)ccc21	2	14%	-6%	-4%	4%	?	16%	-21
12	CC(C)(C)c1ccc(C(=O)Nc2ccc(Cl)cc2)cc1	-4	7%	4%	0%	43%	10%	-12%	-17
13	COc1ccc(S(=O)(=O)N2CCCCC2)cc1NS(=O)(=O)c1ccccc1F	-9	19%	10%	-4%	0%	-2%	0%	-1
14	COc1ccc(NC(=O)c2noc3c2CCCCC3)cc1	3	10%	-3%	-10%	15%	?	4%	-7
15	O=C(Nc1cccc(F)c1)C1CCCN(S(=O)(=O)c2cccc3cccnc23)C1 (stereo not given)	0&7	5%	-11%&20%	1%	?	25%&40%	1%	14
16	CC(C)CNc1nc(Oc2ccc(=O)n(C)n2)nc(N2CCOCC2)n1	3	7%	.	-5%	-3%	-3%	6%	-23
17	CC1CCN(C(=S)c2ccc3c(c2)OCO3)CC1	8	-3%	17%	5%	-13%	-10%	6%	13
18	COc1ccc(Cl)cc1NC(=O)CN(C)C(=O)CCCc1c[nH]c2ccccc12	-6	10%	31%	?	19%	8%	-5%	-9
19	CCOCC(=O)OCC(=O)Nc1cc(OC)c([N+](=O)[O-])cc1C	0	-2%	1%	5%	0%	-16%	1%	13
20	O=C(COC(=O)c1ccc(Br)o1)NCc1ccc2c(c1)OCO2	0	-2%	.	-2%	-8%	0%	-2%	-18
21	O=C(Cn1c(=O)n(Cc2nc(-c3ccccc3)no2)c(=O)c2ccccc21)Nc1cccc(C(F)(F)F)c1	9	.	-37%	.	-1%	15%	.	.
22	Cn1c(N)c(C(=O)COc2ccc(Cl)cc2Cl)c(=O)n(C)c1=O	5	7%	12%	1%	9%	-8%[0.397 µM]	-1%	-11
23	N#C/C(=C\c1ccc(-c2ccc(C(=O)O)cc2)o1)C(=O)Nc1ccccc1C(=O)O	21	.	-16%	.	4%	?	.	.
24	Cc1[nH]n(-c2ccccc2)c(=O)c1/C=N/Nc1nncc(-c2ccccc2)n1	-4	4%	25%	-67%[inhibitor]	21%	?	2%	-19
25	O=C(Nc1ccc(S(=O)(=O)NC2=NCCCCC2)cc1)c1ccc(Cl)cc1Cl	12	5%	23%	5%	10%	15%	4%	4
26	CC(C)CN1C(=O)NC2(CCCc3ccccc32)C1=O (stereo not given)	-8	0%	7%	0%	0%	23%	2%	4
27	COc1ccc(OCCCNCCc2ccccc2)cc1	-27	1%	-3%	-6%	3%	-17%	3%	-52*
28	Cc1ccc(-c2cc(C(F)F)nc(NCc3cccs3)n2)cc1	5	3%	.	3%	-7%	-16%	-24%	-24
29	Cc1cccc(C)c1OCC(O)CN(Cc1ccccc1O)C1CCCCC1 (stereo not given)	-7	4%	7%	2%	7%	.	-17%	-3
30	CCOC(=O)C1CCCN(S(=O)(=O)c2ccc3c4c2CC(=O)N4CC(C)S3)C1 (stereo not given)	-6	-3%	17%	4%	5%	?	-12%	45
31	C[C@@H]1CN([C@H](C)CO)C(=O)CCCn2nncc2CO[C@@H]1CN(C)C(=O)Nc1ccc2c(c1)OCO2	-10	6%	-16%	0%	-5%	21%	2%	-60*
32	Fc1ccc(CSc2nsc(SCc3ccc(F)cc3)n2)cc1	-14	-2%[15.6 µM]	-23%	-4%	2%	-1%	-3%	0
33	Cc1cc2c(c(=O)n1Cc1ccccn1)C(c1ccc3c(c1)OCO3)C(C#N)=C(N)O2 (stereo not given)	7	-4%	23%	12%	19%	2%	18%	1
34	CCCOc1ccc(Cc2c(Cl)nc(SC)nc2N(C)C)cc1	0	7%	7%	-4%	20%	-5%	-8%	-11
35	N#Cc1c(-c2ccccc2)nc(SCC(=O)N(c2ccccc2)c2ccccc2)[nH]c1=O	2	-3%	31%	0%	-7%	9%	2%	9
36	CCN(C(=O)Cc1ccc(NC2=NC3CS(=O)(=O)CC3S2)cc1)c1ccccc1 (stereo not given)	11	1%	16%	1%	11%	5%	-8%	14
37	CCc1ccccc1NC(=O)Cn1c(=O)c2cccn2c2ccc(F)cc21	-14	.	2%	.	-43%[inhibitor]	-12%	.	.
38	Oc1ccc(Nc2ncnc3scc(-c4ccccc4)c23)cc1	8	-2%	38%	0%	-12%	-10%	1%	-28
39	COc1cccc(Oc2nc(-c3ccncc3)nc3ccccc23)c1	8	14%	8%	30%	12%	13µM*	-6%	5
40	O=C(Nc1ccc(Oc2ccccc2)cc1)c1ccc2sc([C@H]3C[C@H](O)[C@@H](CO)O3)nc2c1	4	14%	33%	0%	-9%	15%	2%	98
41	CC1CC(C)CN(c2ncc3c(n2)CC(c2ccccc2Cl)CC3=O)C1 (stereo not given)	-7	-31%[inhibitor]	-15%	1%	24%	-4%	-6%	-21
42	CCOC(=O)c1c(S(=O)(=O)N2CCC(C(=O)N3CCN(c4cccc(C)c4C)CC3)CC2)c(C)n(C)c1C	7	.	?	.	2%	17%	.	.
43	Cc1cc(OC2CCCCC2)nc(-c2ccccc2O)n1	4	5%	10%	-4%	6%	15%	-1%	-20
44	C=CCn1c(Cc2cccs2)nnc1SCC(=O)NCc1ccco1	2	13%	22%	2%	-14%	-15%	0%[57.1 µM]	-24
45	O=S(=O)(c1ccc(Oc2ccc(F)c(Cl)c2)nc1)N1CCOCC1	2	2%	.	-2%	-12%	28%	-4%	-14
46	c1ccc(C[C@H]2CNCCN2CCCCC2CCCCC2)cc1	0	9%	-24%	-14%	0%	-33%[inhibitor]	-5%	0
47	COc1cnn(-c2ccc(Br)cc2)c(=O)c1SCc1ccccc1	7	14%	.	0%	3%	13%	-2%	17
48	COc1ccc(N(C)C(=O)C2CCN(S(=O)(=O)c3cc(Br)cc4c3N(C(C)=O)CC4)CC2)cc1	5	.	-10%	.	5%	12%	.	.
49	Cc1nn(-c2ccccc2)c2c1C(c1cccc([N+](=O)[O-])c1)N(c1ccccc1)C(=O)N2 (stereo not given)	5	1%	8%	-11%	5%	16%	1%	-17
50	CC(C)COc1ccc(C(=O)N/C(=C/c2cccc([N+](=O)[O-])c2)C(=O)O)cc1	-1	-2%	-17%	5%	1%	5%	-11%	2
51	CCOc1ccc(-c2cc(OC(=O)c3ccc(F)cc3)c3c(C)oc(C)c3c(=O)c2)cc1	6	.	27%	.	3%	9%	.	.
52	O=C(NCC1CC1)C1Cc2c(-c3ccc(Cl)cc3)ccnc2O1 (stereo not given)	4	3%	1%	0%	-2%	?	-27%	16
53	COc1ccc(C2c3ccc(O)cc3Oc3ncn(CC(C)C)c(=N)c32)cc1 (stereo not given)	-10	4%	-7%	0%	-3%	11%	8%	-7
54	CN1CCc2nc3sc(C(=O)c4ccc(F)cc4)c(N)c3cc2C1	0	.	6%	.	-2%	?	.	.
55	O=C(OCc1nnc(-c2ccccc2)o1)c1ccc(-n2cnnn2)cc1	-5	1%	9%	6%	-7%	-21%	?	-5
56	Cc1cccc(N(CC(=O)Nc2ccc(Br)cc2)S(C)(=O)=O)c1C	10	.	40%	.	12%	?	.	.
57	Cc1ccc(NC(=O)CCS(=O)(=O)c2ccccc2)cc1S(=O)(=O)N1CCOCC1	3	20%	12%	7%	-18%	14%	0%	-2
58	O=C1c2ccccc2C(=O)N1CCC(O)C[N+](=O)[O-] (stereo not given)	7	1%	10%	13%	2%	-9%[9.22 µM]	3%	0
59	CCCCn1c(SCC(=O)c2ccc(OC)cc2OC)nc2cc(S(N)(=O)=O)ccc21	-1	2%	.	4%	5%	-9%	-13%	0
60	CCc1noc(C)c1C(=O)N1CCSC1=Nc1cccc(Cl)c1C	2	15%	32%	19%	6%	?	-5%	0

(listing goes on)
cpd	canonical_smiles	D3 ag	EPAC2 ag	FUS suppressor	aSyn rescue	Abeta rescue	TDP43 rescue	EPAC2 antag	DRD3 antagonist
61	COc1ccc(C=O)cc1OC(=O)N1CCOCC1	2	1%	-12%	10%	10%	-3%	-3%	5
62	O=C(O)/C=C/C(=O)Nc1ccc(NC(=O)c2ccccc2)c(Cl)c1	-2	6%	11%	13%	24%	17%	0%	1
63	Cc1ccc(CNC(=O)c2cc(=O)c3cc(C)cc(C)c3o2)cc1	-10	.	4%	.	-5%	20%	.	.
64	c1ccc(OCCOCCN2CCN(C(c3ccccc3)c3ccccc3)CC2)cc1	-30	9%	21%	-11%	5%	-15%	-15%	-78*
65	Fc1ccc(Nc2c3c(nc4nncn24)CCC3)cc1	3	.	-12%	.	-12%	?	.	.
66	CC(=O)c1ccc(NC(=O)C(C)NCc2ccccc2Cl)cc1 (stereo not given)	-9	5%	23%	11%	0%	.	2%	-5

This is a subset, so the mix of outcomes need not match the whole.
